KCNQ2 inh: KCNQ2 potassium channel inhibitors, primary screen, cell-based, CHO-K1, FluxOR thallium flux, B-score (AID 2156); Potassium voltage-gated channel subfamily KQT member 2 (Rattus norvegicus), O88943; B-score at 10 µM; actives 1.1% (n = 310,000); 20 min; active compounds read low;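 active means fluorescence ratio B-score at most minus 3 library SDs, with starting brightness B-score within 2 library SDs, cut at about -5.5 in these data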
Target sequence (O88943 whole entry, looked up): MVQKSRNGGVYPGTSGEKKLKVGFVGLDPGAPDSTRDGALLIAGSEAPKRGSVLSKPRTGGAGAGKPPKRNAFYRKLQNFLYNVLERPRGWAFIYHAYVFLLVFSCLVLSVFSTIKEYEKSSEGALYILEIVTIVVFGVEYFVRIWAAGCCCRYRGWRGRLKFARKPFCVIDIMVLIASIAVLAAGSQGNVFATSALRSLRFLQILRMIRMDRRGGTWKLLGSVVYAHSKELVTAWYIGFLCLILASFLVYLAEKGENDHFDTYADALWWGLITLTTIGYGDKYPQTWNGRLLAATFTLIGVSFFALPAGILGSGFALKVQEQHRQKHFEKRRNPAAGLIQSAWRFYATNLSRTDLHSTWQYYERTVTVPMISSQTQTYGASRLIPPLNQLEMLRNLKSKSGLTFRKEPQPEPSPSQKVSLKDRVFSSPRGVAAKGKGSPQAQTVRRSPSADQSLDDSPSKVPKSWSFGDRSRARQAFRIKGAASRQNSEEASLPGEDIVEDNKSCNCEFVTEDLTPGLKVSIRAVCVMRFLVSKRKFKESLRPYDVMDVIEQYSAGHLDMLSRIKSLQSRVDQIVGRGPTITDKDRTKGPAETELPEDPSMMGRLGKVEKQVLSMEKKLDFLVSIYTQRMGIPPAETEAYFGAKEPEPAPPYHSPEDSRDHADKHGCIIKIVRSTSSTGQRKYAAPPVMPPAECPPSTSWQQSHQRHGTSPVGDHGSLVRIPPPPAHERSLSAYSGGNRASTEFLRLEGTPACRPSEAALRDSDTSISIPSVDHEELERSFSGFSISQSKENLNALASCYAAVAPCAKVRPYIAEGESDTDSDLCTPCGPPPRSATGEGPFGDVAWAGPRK
CHT block: inhibitors of human choline transporter CHT; High affinity choline transporter 1 (Homo sapiens), Q9GZV3; CHT-expressing cells, membrane potential dye, choline response; active compounds read low; B-score at 10 µM; actives 0.86% (n = 310,000);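 active means B-score over 3 SD under the library average, and starting fluorescence ratio not unusually high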;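 further: choline stimulus applied at its EC90 after an EC20 pre-addition; B-score computed on integrated fluorescence ratio after choline addition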
The depositor's hits bear a star; i = inactive; . = no result given.

SMILES	KCNQ2 inh	CHT block
OC(CN1CCN(c2ccccn2)CC1)Cn1c2ccc(Cl)cc2c2cc(Cl)ccc21 (configuration not stated)	i	i
COC(=O)C1=C(N)Oc2cc(C)[nH]c(=O)c2C1c1cc(OC)c(OC)c(OC)c1 (configuration not stated)	i	i
Cc1ccc(-n2nc3c(=S)[nH]nc(C)c3c2C)cc1	i	i
COC(=O)c1cc(C#N)c(OC)nc1C	i	i
COc1ccc(CNC(=O)CCC(=O)Nc2nnc(C(F)(F)F)s2)cc1	i	i
O=C(O)c1cc2nc(-c3ccc(F)cc3)cc(C(F)(F)F)n2n1	i	i
Cc1c(Br)cc(-c2nnco2)cc1Br	i	i
CCOC(=O)c1c(NC(=O)C2CCCCC2)sc2c1CCN(C(C)C)C2	i	i
CCOc1ccc(-c2nc(N)ncc2-c2ccccc2OC)c(O)c1	i	i
COc1ccc(-c2nc3nc(C)cc(=O)n3[nH]2)cc1	i	i
Cc1cnc(NC(=O)c2cccc(S(=O)(=O)N3CC(C)OC(C)C3)c2)s1 (configuration not stated)	i	i
Cc1ccc(S(=O)(=O)N2CCC(C(=O)N3CCC(C(=O)NCc4cccnc4)CC3)CC2)cc1	i	i
COc1ccccc1Nc1c([N+](=O)[O-])cc(C)cc1[N+](=O)[O-]	i	i
CC(Sc1nc2ccccc2s1)C(=O)N1CCOCC1 (configuration not stated)	i	i
Cc1cc2nc(N3C(=O)CNC3=S)sc2cc1C	i	i
CCCN(CC(=O)Nc1ccccc1C)C(=O)C1CCN(C(=O)Nc2ccccc2)CC1	i	i
Cc1sc2ncnc(SCC(=O)N3c4ccccc4Sc4ccc(Cl)cc43)c2c1C	i	i
Cn1c(C2=C(O)CN(c3ccccc3)C2=N)nc2ccccc21	i	i
O=C(Nc1ccccc1F)c1ccc(Cn2cc(Cl)cn2)cc1	i	i
COc1cc(NC(=O)C2CCCN(S(=O)(=O)c3cccc4nsnc34)C2)cc(OC)c1 (configuration not stated)	i	i
CC(O)CCc1ccc(O)cc1 (configuration not stated)	i	i
C=CCN(C(=O)c1csnn1)C(C(=O)NC1CCCC1)c1ccc(Cl)cc1 (configuration not stated)	i	i
O=C(NCCCN1CCOCC1)c1ccc(CS(=O)(=O)Cc2ccccc2Cl)o1	i	i
O=C(SCC(O)C(O)CS)c1cccs1 (configuration not stated)	i	i
CCN(CC)C(=O)CSc1nnc(CNc2ccc(F)cc2)o1	i	i

Retrieved by compound from the list above:
SMILES	KCNQ2 inh	CHT block
OC(CN1CCN(c2ccccn2)CC1)Cn1c2ccc(Cl)cc2c2cc(Cl)ccc21 (configuration not stated)	i	i
CC(Sc1nc2ccccc2s1)C(=O)N1CCOCC1 (configuration not stated)	i	i
O=C(SCC(O)C(O)CS)c1cccs1 (configuration not stated)	i	i
COc1cc(NC(=O)C2CCCN(S(=O)(=O)c3cccc4nsnc34)C2)cc(OC)c1 (configuration not stated)	i	i
O=C(NCCCN1CCOCC1)c1ccc(CS(=O)(=O)Cc2ccccc2Cl)o1	i	i

Further records
SMILES	KCNQ2 inh	CHT block
Cc1ccc(N2CCN(/N=C/c3c(C)nn(-c4ccccc4)c3Cl)CC2)cc1	i	i
CNc1cnn(-c2ccccc2)c(=O)c1Cl	i	i
O=C(O)C[C@H]1c2ccccc2S(=O)(=O)N1C1CCCC1	i	i
FC(F)(F)c1cccc(N/N=C/c2ccccc2)c1	.	i
Cc1cccn2cc(-c3ccc(NC(=O)Cc4ccccc4)cc3)nc12	i	i
NC(=O)CN(N=Nc1cccc([N+](=O)[O-])c1)c1cccc([N+](=O)[O-])c1	i	i
COc1ccc(Cc2nc3ccc(C(=O)N4CCC[C@H]4CO)cc3o2)cc1	i	i
Cc1ccc(-c2csc3ncnc(OCC(=O)NC(=O)NCc4ccco4)c23)cc1	i	i
Cc1ccc(C(=O)NCCC(=O)N2CCCC2)cc1	i	i
CN(C)CCCN(C(=O)c1ccc(S(=O)(=O)N2CCCCC2)cc1)c1nc2cc3c(cc2s1)OCO3	i	i
NS(=O)(=O)c1ccc(Nc2nc(-c3ccc(O)cc3)cs2)cc1	i	i
COc1cccc(NC(=O)c2ccccc2-c2nc(-c3ccc(F)cc3)no2)c1	i	i
COc1ccccc1-c1noc(-c2ccccc2C(=O)NCC2CCCO2)n1 (configuration not stated)	i	i
C=CCOc1ccc(C2CC(C)=NN2c2ccccc2)cc1 (configuration not stated)	i	i
O=C(C1=C[C@H](c2csc3ccccc23)C[C@H](OCCCCO)O1)N1CCOCC1	i	i
CCCCn1c(N)c(N(CC)C(=O)c2cccc(OC)c2)c(=O)[nH]c1=O	i	i
COc1ccc(NC(=O)c2ccccc2NC(=O)CSc2ccccc2)cc1	i	i
COc1ccc(NC(=O)N2CCc3ccccc3C2)cc1	i	i
CCOC(=O)c1cn2nc(Oc3ccc(C#N)cc3)ccc2n1	i	i
O=C(O)c1ccccc1O	i	i
O=[N+]([O-])c1ccc(NCCCN2CCOCC2)c(Cl)c1	i	i
O=C(c1ccc(COc2ccc(F)cc2)o1)n1cccn1	i	i
Clc1cc(Cl)c(OCCCCn2cncn2)c(Cl)c1	i	i
O=C(O)CCC1c2cc3c4cc2OC2Oc5cc6c(cc51)C(CCC(=O)O)c1cc5c7cc1OC(O6)c1cc6cc(c1)Oc1cc(cc(C(=O)O)c1)Oc1cc8cc(c1)C(Oc1cc(c(cc1C5CCC(=O)O)C3CCC(=O)O)OC(O4)c1cc(cc(c1)Oc1cc(cc(C(=O)O)c1)O8)Oc1cc(cc(C(=O)O)c1)Oc1cc(cc2c1)Oc1cc(cc(C(=O)O)c1)O6)O7 (configuration not stated)	i	i
COc1ccc(C(=O)NC2CC3CCCC(C2)N3CC(C)C)cc1OC (configuration not stated)	i	i

(listing goes on)
SMILES	KCNQ2 inh	CHT block
Cn1nnnc1SCc1ccccc1[N+](=O)[O-]	i	i
COc1cccc(CNC(=O)c2nnn(CC(=O)Nc3cc(C)ccc3C)c2N)c1	i	i
CC(C)c1nnc(NC(=O)CSc2ccccc2)s1	i	i
COC(CNC(=O)c1coc2nc3ccccc3nc12)OC	i	i
O=c1cnn([C@@H]2O[C@H](CO)[C@@H](O)[C@H]2O)c(=O)[nH]1	i	i
CN(C)c1cccc(C(=O)OCC(=O)N2CCc3ccccc3C2)c1	i	i
COc1ccc(/C=C(\NC(=O)c2ccccc2)C(=O)N2CCCCC2)cc1OC	i	i
O=C(CCCOc1ccc(Cl)cc1Cl)N/N=C/c1ccccc1	i	i
CCOC(=O)C1CCN(CC(=O)N(CC(C)C)c2c(N)n(CC(C)C)c(=O)[nH]c2=O)CC1	i	i
CCN(CC)CCNC(=O)c1ccc(NC(=O)CC(NC(=O)c2ccccc2Cl)c2ccccc2)cc1 (configuration not stated)	i	i
COCCN(C(=O)CCC(=O)Nc1cccnc1)C(C(=O)NC1CCCCC1)c1ccccc1 (configuration not stated)	i	i
O=C(Cc1ccc(Cl)c(Cl)c1)Nc1cccc2ncccc12	i	i
CS(=O)(=O)N1CCN(c2ccc(NC(=O)c3ccc(Br)o3)cc2)CC1	i	i
COc1ccc(NC(=O)N2CCC(O)(c3cccnc3)CC2)c(OC)c1	i	i
COc1ccc(C(=O)N/C(=C\c2cn(C)c3ccccc23)C(=O)N2CCN(C)CC2)cc1	i	i
CCCCc1ccc(NC(=O)COc2ccc(C(=O)Nc3ccccc3C)cc2)cc1	i	i
CCn1cc(S(=O)(=O)CC(=O)Nc2cc(C)on2)c2ccccc21	i	i
O=C(CS(=O)(=O)c1c[nH]c2ccccc12)N1CCc2ccccc21	i	i
O=C(CCCCCN1C(=O)c2cccc3cccc(c23)C1=O)NCc1ccco1	i	i
CC(=O)Oc1ccccc1N(C(C)=O)S(=O)(=O)c1cccc([N+](=O)[O-])c1	i	i
CCN(CC)C(=O)CSc1nnc(-c2ccccc2)n1N	i	i
O=C(Nc1nnc(-c2ccc(Cl)cc2)o1)Nc1ccccc1Cl	i	i
Cc1onc(-c2c(Cl)cccc2Cl)c1C(=O)N=C(N)N1CCCC1	i	i
COCC(=O)N1CCC(Oc2ccc(C(=O)N3CCN(C)C[C@@H]3C(C)C)cc2)CC1	i	.
O=c1c2ccccc2nc2c3ccccc3c(NCCN3CCOCC3)nn12	i	i

(more compounds)
SMILES	KCNQ2 inh	CHT block
O=C(NCC1CCCO1)c1ccccc1S(=O)(=O)c1ccc([N+](=O)[O-])cc1 (configuration not stated)	i	i
S=c1[nH]nc(-c2cc(-c3ccccc3)n[nH]2)n1/N=C/c1ccc(Br)s1	i	i
COc1ccc(C2=NOC(Cn3nc(C(=O)O)cc3-c3ccccc3)C2)cc1 (configuration not stated)	i	i
COC(=O)c1cc(-c2c(C)nn(-c3ccccc3)c2C)n[nH]1	i	i
O=C(c1oc2ccccc2c1CSCc1ccccc1)N1CCN(c2ncccn2)CC1	-6.2*	i
Oc1ccc(/C=N/NC(=S)Nc2cccnc2)cc1	i	i
Nc1ccccc1C(=O)NCc1ccccc1	i	i
c1ccc2c(NCCc3c[nH]c4ccccc34)c3ccccc3nc2c1	i	i
CC1=CC(=NOC(=O)c2cccc([N+](=O)[O-])c2)C=C(C)C1=O	i	i
CSc1ccc(CN2CCCCCC2)cc1	i	i
O=c1cc(N2CCCCC2)c(-c2ccccc2)nn1Cc1ccc(Cl)cc1Cl	-7.68*	i
c1ccc(-n2ncc3cccnc32)cc1	i	i
CCSc1ccc(C(=O)Nc2cccc(C)n2)cc1[N+](=O)[O-]	i	i
Cc1ccc(/C=N/n2c(-c3cccc(Cl)c3)n[nH]c2=S)o1	i	i
CCOC(=O)c1c(C)c(C(=O)NCCCOC(C)C)c(C)n1C	i	i
COc1cccc(/C=C2/SC(=S)N(CC(=O)NC3C=CS(=O)(=O)C3)C2=O)c1 (configuration not stated)	i	i
O=C(COc1ccccc1)Nc1ccc(C(=O)N2CCCC2)cc1	i	i
COc1ccc(/C=C2\COc3ccccc3C2=O)cc1OC	i	i
C#CCOCCOCCOCCNc1nc(N2CCN(C(=O)C([C@@H](C)CC)n3cc(C(N)CC(C)C)nn3)CC2)nc(N2CCN(C(=O)[C@H](CCCCN)n3cc(C(N)COC(=O)C(F)(F)F)nn3)CC2)n1 (some centres not stated)	i	i
CCOC(=O)CSc1nc2ccccc2c(=O)n1CC	i	i
COc1ccc(OC)c(/C(O)=C/C(=O)C(=O)Nc2cc(C)cc(C)c2)c1	i	i
Cc1cccc(/C=N/NC(=O)Cc2ccc(Cl)cc2)c1O	i	i
Cc1[nH][nH]c(=O)c1C(c1ccc2c(c1)OCO2)c1c(C)[nH][nH]c1=O	i	i
CCOc1ccccc1/C=C\c1nc(O)c([N+](=O)[O-])c(=O)[nH]1	i	i
COc1ccc(NC(=O)Cn2c(-c3ccccc3)cn(-c3ccc(C)cc3)c2=O)cc1	i	i

Of the compounds above, these contain a COOH group:
SMILES	KCNQ2 inh	CHT block
O=C(O)c1cc2nc(-c3ccc(F)cc3)cc(C(F)(F)F)n2n1	i	i
O=C(O)C[C@H]1c2ccccc2S(=O)(=O)N1C1CCCC1	i	i
O=C(O)c1ccccc1O	i	i
O=C(O)CCC1c2cc3c4cc2OC2Oc5cc6c(cc51)C(CCC(=O)O)c1cc5c7cc1OC(O6)c1cc6cc(c1)Oc1cc(cc(C(=O)O)c1)Oc1cc8cc(c1)C(Oc1cc(c(cc1C5CCC(=O)O)C3CCC(=O)O)OC(O4)c1cc(cc(c1)Oc1cc(cc(C(=O)O)c1)O8)Oc1cc(cc(C(=O)O)c1)Oc1cc(cc2c1)Oc1cc(cc(C(=O)O)c1)O6)O7 (configuration not stated)	i	i
COc1ccc(C2=NOC(Cn3nc(C(=O)O)cc3-c3ccccc3)C2)cc1 (configuration not stated)	i	i

New compounds follow:
SMILES	KCNQ2 inh	CHT block
O=C(c1ccco1)N1CCN=C1SCc1ccccc1Cl	i	i
C#CCOCCOCCOCCNc1nc(N2CCN(C(=O)[C@H](Cc3cc4ccccc4[nH]3)n3cc([C@@H](N)C(C)CC)nn3)CC2)nc(N2CCN(C(=O)[C@H](Cc3cc4ccccc4[nH]3)n3cc([C@@H](N)Cc4ccc(O)cc4)nn3)CC2)n1 (some centres not stated)	i	i
COc1cc([C@H]2c3c(cc(OC)c(O)c3OC)C[C@@H](CO)[C@@H]2CO[C@@H]2O[C@H](CO)[C@@H](O)[C@H](O)[C@H]2O)cc(OC)c1O	.	i
Cc1cc([N+](=O)[O-])cc2c1-c1ncccc1C2=Nc1ccccc1	i	i
COc1ccc(OCC(=O)Nc2ccc(C)c(S(=O)(=O)N(C)C)c2)cc1	i	i
O=C(O)Cn1ncn(-c2ccc(OC(F)(F)F)cc2)c1=O	i	i
COc1ccc(-c2c(C)n([O-])c3c([n+]2=O)CCCC3)cc1	i	i
Cc1ccc(N(CC(=O)NC2CCCCC2)S(=O)(=O)c2cccs2)cc1	i	i
Cc1cccc(OCc2nnc(SC(C)C(=O)O)n2-c2ccccc2)c1 (configuration not stated)	i	i
COc1ccc(C(=O)NCC(=O)N=Nc2c(O)n(C)c3ccccc23)cc1OC	i	i
COc1ccc(CN2CCN(c3ccccc3OC)CC2)c(OC)c1	i	i
CCN(CC(=O)Nc1cc(Cl)ccc1C)C(=O)CN1C(=O)NC(CC)(c2ccccc2)C1=O (configuration not stated)	i	i
CCOc1cc(Cl)c(S(=O)(=O)NCCCN2CCOCC2)cc1Cl	i	i
CCN1CCN(CC2CC3C=CC2C3)CC1 (configuration not stated)	i	i
CC(C)NS(=O)(=O)c1ccc(NC(=O)C2CC3C=CC2C3)cc1 (configuration not stated)	i	i
COC(=O)c1cc(Br)c(N)cc1OC	i	i
COc1ccc(/C=N/NC(=O)c2cccnc2)c(C(=O)O)c1OC	i	i
Cc1ccc(C(C(=O)NCc2ccco2)N(C(=O)CNC(=O)c2cccs2)c2c(C)cc(C)cc2C)cc1 (configuration not stated)	i	i
O=Cc1cccn1-c1ccccc1	i	i
CCCOc1ccc(/C=N/NC(=O)C(=O)Nc2ccccn2)cc1	i	i
CCCSC1C(C)=C(C)C(=O)N1Cc1ccccc1 (configuration not stated)	i	i
CN(C)CCCSc1nc2ccccc2s1	i	i
Cc1cc(NC(=S)NC(=O)c2ccccc2)ccc1-c1cc2ccccc2oc1=O	i	i
